TRPM1 prom inh: inhibitors of MITF-dependent TRPM1 promoter reporter, primary screen, cell-based, SK-MEL-5, single point, luciferase; SK-MEL-5 TRPM1 promoter luciferase, 24 h; inhibition, % at 12.5 µM; 330,000 tested, 0.83% active;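 active means mean inhibition across replicates of 60% or more, whatever share of single replicates reaches that level; inconclusive means some that reach 60%, reason not given; inactive means mean inhibition across replicates below 60%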; further: values of inactives mirror those of a sister screen read the other way
Vif imaging: HIV Vif self-association inhibitors, primary screen, imaging, HEK293T, single point | HEK293T cells, Vif self-association by quenched fluorescence, 24 h | inhibition, % at 7.49 µM | 340,000 tested, 0.35% active; in the data active means inhibition above about 50%, passing the limit was not always enough; inconclusive means no clear call, values can overlap the other calls; inactive means below about 31%; further: some results filed as inactive read as strong as hits
HIF-2a inh: HIF-2a reporter inhibitors, primary screen, luminescence, 786-0 RCC cells | 786-0 RCC cells HIF-2a reporter, luciferase luminescence, overnight | inhibition, % at 18.8 µM | 360,000 tested, 0.72% active | AID 624352, 2012;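 active means inhibition of the luminescence signal of 40% or more relative to plate controls, in a single-dose primary screen at 18.75 µM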
CF NFkB block: inhibitors of PAF-induced NF-kB signaling, primary screen, cell-based, GFP fluorescence, uHTS | KKLEB NF-kB-GFP reporter, GFP fluorescence overnight | inhibition, % at 5 µM | 360,000 tested, 0.86% active | AID 588850, 2011;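 active means at least 50% inhibition at 5 µM, scaled per plate between neutral and stimulator controls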;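 further: PAF is a Pseudomonas aeruginosa culture filtrate used as stimulus; plate controls were PAF-stimulated DMSO wells for no effect and unstimulated DMSO wells for full effect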
NR2E3 ag-1: NR2E3 agonists in two-hybrid cells, primary screen, cell-based, luminescence, CHO-S, Gal4-NCOR/VP16-NR2E3 | inhibition of corepressor binding, % at 3.98 µM | Photoreceptor-specific nuclear receptor (Homo sapiens), Q9Y5X4 | 360,000 tested, 0.35% active | luciferase | AID 602229, 2012;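 active means inhibition above the mean of all tested compounds plus 3 SD, cut at about 70% in these data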;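 further: 0% = DMSO with NR2E3 transfected cells and 100% = cells lacking NR2E3 construct; higher means lower luciferase signal from less NR2E3 corepressor binding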
Target sequence (Q9Y5X4 whole entry, looked up, the tested form may be a part): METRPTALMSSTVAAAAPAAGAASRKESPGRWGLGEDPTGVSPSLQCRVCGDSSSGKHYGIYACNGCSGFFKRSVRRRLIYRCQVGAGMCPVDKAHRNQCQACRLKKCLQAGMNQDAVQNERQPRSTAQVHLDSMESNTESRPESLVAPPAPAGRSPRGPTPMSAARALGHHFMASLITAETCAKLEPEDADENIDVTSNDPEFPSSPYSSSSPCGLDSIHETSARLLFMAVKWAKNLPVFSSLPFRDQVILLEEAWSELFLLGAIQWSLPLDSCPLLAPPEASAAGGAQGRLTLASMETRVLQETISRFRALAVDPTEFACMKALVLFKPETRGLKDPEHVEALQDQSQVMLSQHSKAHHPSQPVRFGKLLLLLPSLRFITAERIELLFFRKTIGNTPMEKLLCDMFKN
PDI turbidity: inhibitors of human PDI, primary screen, biochemical, turbidity, single point, plate reader | PDI insulin aggregation turbidity, A650, 90 min | 350,000 tested, 0.052% active | inhibition, % at 10 µM | Protein disulfide-isomerase (Homo sapiens), P07237 | AID 588391, 2011;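 active means mean inhibition across replicates of 30% or more, whatever share of single replicates reach that level; inconclusive means mean inhibition below 30% while every single replicate reaches 30%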;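 further: absorbance from insulin aggregation driven by PDI reduction with DTT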
Target sequence (P07237 whole entry, looked up): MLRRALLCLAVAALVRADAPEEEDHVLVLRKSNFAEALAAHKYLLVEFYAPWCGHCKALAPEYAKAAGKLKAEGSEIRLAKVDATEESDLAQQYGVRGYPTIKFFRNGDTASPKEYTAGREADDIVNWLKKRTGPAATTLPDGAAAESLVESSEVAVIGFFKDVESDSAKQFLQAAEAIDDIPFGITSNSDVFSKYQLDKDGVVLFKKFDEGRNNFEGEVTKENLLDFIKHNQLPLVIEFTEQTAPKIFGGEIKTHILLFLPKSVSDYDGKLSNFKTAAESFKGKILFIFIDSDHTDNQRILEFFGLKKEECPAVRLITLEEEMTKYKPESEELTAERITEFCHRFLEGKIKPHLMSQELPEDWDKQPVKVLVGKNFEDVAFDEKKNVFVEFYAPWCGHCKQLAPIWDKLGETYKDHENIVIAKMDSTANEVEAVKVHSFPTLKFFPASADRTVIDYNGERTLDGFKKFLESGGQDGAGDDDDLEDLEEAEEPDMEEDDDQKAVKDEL
Peg3 promoter: Peg3 promoter-driven luciferase inhibitors, primary screen, cell-based, HeLa, luciferase luminescence; inhibition, % at 20 µM; AID 588405, 2011; 360,000 tested, 1.7% active; HeLa PEG-Prom luciferase reporter, overnight;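 active means inhibition of at least 50% at 20 µM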
KKLEB cytotox: cytotoxicity in KKLEB CF airway cells, primary screen, cytotoxicity control for CF NF-kB inhibitor project, cell-based, uHTS, fluorescence assay plates; 360,000 tested, 0.36% active; activity change (cytotoxicity), % at 5 µM; KKLEB CF airway cells viability, ATPlite luminescence, overnight; hits give low values; cells stimulated with P. aeruginosa culture filtrate;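 active means corrected activity change at or below -50% at 5 µM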
NR2E3 ag-2: inhibitors of NR2E3-RetCOR corepressor binding, primary screen, NR2E3 agonist project, biochemical, TR-FRET, GST-NR2E3, biotin-RetCOR. AID 2300, 2010. inhibition of corepressor binding, % at 4.78 µM. 1536-well. 320,000 tested, 0.12% active. Photoreceptor-specific nuclear receptor (Homo sapiens), Q9Y5X4;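 active means percent inhibition above the cutoff of mean plus 3 SD of all tested compounds, set per screening campaign, cut at about 20% in these data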;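 further: 0% = DMSO wells and 100% = biotin wells as full block of FRET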
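Format: 1536-well format; test system: GST-NR2E3 and biotin-RetCOR proteins; read-out basis: percent inhibition of TR-FRET ratio; timing: 5 h incubation at 4 °C; detection: time-resolved FRET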
CaV13 FRET inh: Primary screen for inhibitors of IQ motif and Ca2+-dependent inactivation inhibitor domain binding in CACNA1D, Förster resonance energy transfer in living cells, …; HEK cells, CFP/YFP FRET ICDI-IQ, plate reader, 10 min; percent FRET-ratio fall versus neutral wells; inhibition, % at 12.3 µM; 340,000 tested, 0.098% active;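 active means mean replicate inhibition of at least 30% and at least 1% of replicates passing that level; inconclusive means only one of the two criteria is met; inactive means neither criterion is met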;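 further: 0% = median of the neutral control wells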
Shn3 3UTR inh: reduction of Shn3 3'UTR firefly luciferase signal, primary screen, Schnurri-3 inhibitor project, cell-based, Clone20 osteoblasts, set 2; Clone20 osteoblast Shn3 3'UTR firefly luciferase, 24 h; inhibition, % at 12.5 µM; 360,000 tested, 0.52% active; AID 588674, 2011;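 active means mean inhibition of at least 75% with every replicate also reaching 75%; inconclusive means mean inhibition at least 75% but some replicate below; inactive means mean inhibition below 75%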;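 further: 0% = median of neutral control wells and 100% = pilot-screen positive control compound; some compounds past the cut are filed as inactive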
The depositor's hits bear a star; ? = inconclusive; / = no result given. Compounds as they come (roughly 3.3% active in at least one column).

SMILES	TRPM1 prom inh	Vif imaging	HIF-2a inh	CF NFkB block	NR2E3 ag-1	PDI turbidity	Peg3 promoter	KKLEB cytotox	NR2E3 ag-2	CaV13 FRET inh	Shn3 3UTR inh
CCn1c(SCc2cc(=O)[nH]c3ccccc23)nc2c1c(=O)n(C)c(=O)n2C	-9	2	-2	3	7	-1	6	8	2	-5	7
CCN(CC(=O)Nc1ccccc1C(F)(F)F)C(=O)CCc1nc2ccccc2c(=O)[nH]1	1	2	24	3	-6	-1	5	-9	3	/	-33
COc1ccccc1C(=O)NC(=S)NC12CC3CC(CC(C3)C1)C2	3	-7	8	28	-10	-11	-1	0	-4	-9	21
Cc1ccc(N(C(=O)c2ccco2)C2C=CS(=O)(=O)C2)cc1 (configuration not stated)	0	1	14	7	-13	5	12	3	3	-4	0
COc1ccc(C(CCNCc2ccccc2)c2ccc(F)cc2)cc1 (configuration not stated)	10	-5	1	-4	-21	3	37	-8	-4	-14	18
CCOc1ccc(-c2c(C(=O)N/N=C/c3ccoc3)nnn2-c2nonc2N)cc1	-3	-7	-3	11	21	1	-2	-8	-1	-15	-2
C#CCOCCOCCOCCNc1nc(N2CCN(C(=O)C(Cc3ccc(O)cc3)n3cc(C(N)C(C)CC)nn3)CC2)nc(N2CCN(C(=O)C(Cc3ccc(O)cc3)n3cc(C(N)C(C)CC)nn3)CC2)n1 (configuration not stated)	9	-1	11	-6	-33	16	3	18	0	-11	-32
COc1ccc(NC(=O)C2CC(=O)N/C(=N/NC(=O)c3ccc(Cl)cc3)S2)cc1 (configuration not stated)	-2	8	13	5	-22	-2	24	8	-2	-10	12
CN1CCN(c2ncnc3c2ncn3[C@H]2CN(Cc3ccc(Cl)cc3)C[C@@H](CO)O2)CC1	/	/	2	7	3	7	-2	-2	/	11	-7
CCOC(=O)C1=C(c2ccccc2)NC(=O)NC1c1ccc(N(C)C)cc1 (configuration not stated)	-4	21	18	13	-4	11	3	0	3	-6	-5
CS(=O)(=O)N1CCc2cc(C(=O)N3CCN(c4ccccc4)CC3)ccc21	8	1	-28	28	-24	0	2	-7	3	-6	-2
O=C1c2ccccc2NC(c2cccc(O)c2)N1Cc1ccco1 (configuration not stated)	-4	-2	13	-5	4	-2	20	-4	2	-2	1
COCc1nc(-c2ccc(-c3ccc(C)cc3)nc2OC)no1	-36	4	-225	1	-124	6	-209	-5	-1	-5	-25
CC(C)OC(=S)N/C(=N\S(=O)(=O)c1ccccc1)c1ccccc1	-3	-2	-13	8	-24	0	-1	5	-1	-8	14
COc1cccc(C2c3c(oc4cc(C)c(C)cc4c3=O)C(=O)N2CCCN(C)C)c1 (configuration not stated)	8	2	-16	5	-23	/	-1	-11	-3	/	-12
CCC(CO)NCc1ccccc1OC(C)C (configuration not stated)	-17	-2	5	6	-19	-11	2	0	1	-13	-1
CC(C)c1nc(SCC(=O)NC2CCCC2)c2ccccc2n1	8	-8	18	25	0	6	24	-18	6	-3	10
CCCc1cc2c(=O)c(-c3ccc4c(c3)OCCO4)coc2cc1OC(=O)c1ccco1	-78	/	-162	26	-87	7	-290	-1	3	/	-51
COc1cccc(NC(=O)c2ccccc2-c2nc(-c3ccc(Cl)cc3)no2)c1	-7	-5	-176	-4	-70	-3	-75	4	4	-5	-9
C=C(C)Cn1c(SCC(=O)N/N=C/c2ccccc2)nc2ccccc2c1=O	12	1	14	-3	12	-5	27	2	3	-5	-3
CCc1ccccc1NC(=O)CSc1nnc([C@@H](NC(=O)OC(C)(C)C)C(C)C)o1	0	-9	4	-8	3	2	1	1	0	-4	-9
FC(F)(F)c1cccc(Nc2nc(N3CCCC3)nc(N3CCCC3)n2)c1	-1	0	-1	12	-21	-1	32	8	1	-6	-6
CC(C)(C)CC(C)(C)c1ccc(OCC(=O)N/N=C/c2ccc(S(=O)(=O)O)o2)cc1	-2	3	22	3	-9	0	-2	-7	1	-2	10
O=C(OCn1nnc2ccccc2c1=O)c1cccnc1Cl	-4	-4	8	-1	-18	5	5	3	2	-12	-33
Cc1ccccc1N=C1c2cc([N+](=O)[O-])ccc2-c2ncccc21	14	-1	10	0	-4	-1	5	-4	5	-2	0
Cc1ccc(CNC(=O)C2CC2c2ccccc2)cc1 (configuration not stated)	4	0	-23	13	-8	1	-9	-7	0	-17	-27
COc1cc(NC(=O)c2ccco2)c(OC)cc1NC(=O)CCC(=O)Nc1cc(C)cc(C)c1	13	9	25	-7	5	4	25	12	-1	-4	-9
COC(=O)c1ccc2c(c1)NC(=O)C(N(CC(C)C)CC(C)C)S2 (configuration not stated)	2	20	12	-4	-12	3	19	5	4	-2	/
CC(C)C1OC2(C)OC(=N)C1(C#N)C(C#N)(C#N)C2c1ccccc1 (configuration not stated)	14	-10	10	-10	8	3	-1	9	-4	-6	-8
Cc1nc(N2N=C3/C(=C/c4ccc(F)cc4)CCCC3C2c2ccc(F)cc2)sc1C(=O)N(C)C (configuration not stated)	15	-8	-5	-33	-25	3	15	1	4	-22	8
CCC(C)C(N)C(=O)N1CCCC1C(=O)NC(C(=O)O)C(C)CC (configuration not stated)	-2	-5	8	-4	15	-13	10	-6	/	-5	-26
CS(=O)(=O)c1ccc(-c2cnc3c(NC=O)cc(-c4ccsc4)cn23)cc1	/	3	-16	-37	18	9	25	6	/	-5	3
CCC(=O)N1CCc2cc(Br)cc(S(=O)(=O)N3CCCC(C(=O)O)C3)c21 (configuration not stated)	10	3	12	13	3	0	-5	-5	-2	-7	1
O=C(/C=C/c1ccco1)Nc1ccc(Cl)c(S(=O)(=O)N2CCOCC2)c1	21	-4	-16	-8	9	2	-7	14	-1	-2	-8
COCCCNC(=O)c1c(-c2ccccc2)noc1C	-8	1	-3	-9	-109	3	6	-2	0	-5	-5
Cc1nn(CC(=O)NC2(C#N)CCCCC2)c(C)c1[N+](=O)[O-]	-2	19	16	-6	-6	-1	2	-5	1	-5	-3

Next section (2 carried over from the part before).
SMILES	TRPM1 prom inh	Vif imaging	HIF-2a inh	CF NFkB block	NR2E3 ag-1	PDI turbidity	Peg3 promoter	KKLEB cytotox	NR2E3 ag-2	CaV13 FRET inh	Shn3 3UTR inh
COCCCNC(=O)c1c(-c2ccccc2)noc1C	-8	1	-3	-9	-109	3	6	-2	0	-5	-5
Cc1nn(CC(=O)NC2(C#N)CCCCC2)c(C)c1[N+](=O)[O-]	-2	19	16	-6	-6	-1	2	-5	1	-5	-3
O=c1[nH][nH]c(-c2ccccc2)c1C=Nc1ccc(F)cc1F	6	-12	12	5	21	-6	2	6	1	-2	-2
COc1ccc(S(=O)(=O)Nc2c(C(=O)O)[nH]c3ccccc23)c(OC)c1	12	2	2	-4	-23	3	11	-7	-2	-3	20
CC(C)(C)c1ccc(C(=O)Nc2cccc(-n3cnnn3)c2)cc1	-82	-12	-202	-22	-12	11	-136	-10	2	-7	1
CCCCN(C(=S)Nc1ccc(F)cc1)c1c(N)n(CCC)c(=O)[nH]c1=O	7	-2	19	0	17	4	11	-2	3	-6	1
Cc1cc(C)c(S(=O)(=O)N2CCN(S(=O)(=O)N3CCC(C)CC3)CC2)c(C)c1	2	9	15	4	-19	-3	17	4	2	-3	10
CC(OC(=O)c1nc(Cl)ccc1Cl)C(=O)Nc1ccc2c(c1)OCCO2 (configuration not stated)	7	4	10	-26	3	1	-19	5	1	-2	-18
Cc1ccc(C(=O)Nc2ccc(C(=O)O)cc2NC(=O)c2ccc(C)cc2)cc1	-11	-1	-28	-8	-1	0	-38	-9	2	-2	-78
COc1ccc(NC(=O)CN(C)C(=O)c2cc(C)oc2C)cc1	/	-8	-3	19	-5	3	-4	1	/	-4	-25
CCCCN(C(=O)c1ccc(C)c(S(=O)(=O)N2CCOCC2)c1)c1c(N)n(CCCC)c(=O)[nH]c1=O	2	-12	-7	16	-27	-17	-17	-28	-3	-8	-4
COc1cccc(C(=O)CN(C(=O)c2ccc(Cl)c(Cl)c2)N2C(=O)C3CCCCC3C2=O)c1 (configuration not stated)	0	-3	18	-19	0	-2	3	8	1	-4	-18
CC(=O)N1N=C(c2ccc(Br)cc2)CC1c1ccc(Br)cc1 (configuration not stated)	/	/	-254	-40	-50	0	-139	14	/	-5	-18
O=C(c1ccc(-n2cnnn2)cc1)N1CCCCC1	-4	-3	17	-7	-1	1	16	1	-2	0	-2
COc1ccccc1NC(=O)Cn1c(=O)sc2ccccc21	9	-4	10	0	-20	-11	12	5	0	/	16
Cc1cc(C)c2c(n1)sc1c(=O)n(Cc3ccc(F)cc3)cnc12	-5	9	-3	2	-7	-2	1	-7	-4	-5	-1
CCN(CC)c1ccc(C=Nc2ccc(C)cc2)c(O)c1	2	-3	-36	-3	-10	17	-37	-1	3	-3	-1
Cc1c(Cl)cnc(NC(=O)COC(=O)c2cccs2)c1Cl	0	-2	-9	6	-11	17	-10	3	2	-5	0
CC(=O)Nc1sc(N/N=C/c2ccc(O)cc2)nc1-c1ccc(C)cc1	-7	-20	-42	-15	7	4	-84	3	0	-6	-3
CCSc1nc(O)c(Cc2ccccc2)c(=O)[nH]1	-7	17	6	7	-9	20	0	2	0	-4	-17
S=C(NCc1ccccc1)NNc1nc2ccccc2[nH]1	15	14	-17	-11	-10	0	-21	-4	-1	-6	-1
Cc1ccc(S(=O)(=O)N/N=C\c2cccnc2)cc1	-10	-8	7	8	22	-1	12	5	-1	-8	7
Cc1ccc(C)c(N2CCN(C(=O)c3ccc(N4CCOCC4)c([N+](=O)[O-])c3)CC2)c1	-6	?	7	11	3	-4	16	-8	5	-3	20
O=C1CCc2cc(S(=O)(=O)NCc3ccc(F)cc3)cc3c2N1CCC3	3	-7	3	16	11	3	9	-2	2	-6	8
COC(=O)C1=C(C)N(c2cc(C)cc(C)c2)/C(=C/c2ccc(O)cc2)C1=O	1	-6	44*	-5	13	1	33	11	0	-3	60

From PubChem BioAssay
